# Compound activity deposited in PubChem BioAssay by National Center for Advancing Translational Sciences (NCATS).
# Mm-Cpn inhibitor: blocks the Methanococcus maripaludis chaperonin Mm-Cpn | purified Mm-Cpn ATPase, ADP Transcreener TR-FRET | Potency, µM (top dose mostly 76.9 µM), for the others: at the top dose activity, negative = inhibition, usual class: inhibitors | 330,000 compounds, 0.031% hits; also: potency is read from the fitted curve at half-maximal effect; % is scaled to controls: 0 for no effect and ±100 for the full control effect; nearly all actives have a fitted effect of over 80% in size
#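 Reaction buffer contained 30 mM Tris pH 7.4, 100 mM KCl, 5 mM MgCl2 and 1 mM DTT. Mm-CPN (25 nM final) hydrolysed 10 uM ATP over 30 min at 37°C; ADP was read by HTRF.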
# CCT chaperon mod: cytosolic chaperonin activity modulation; purified chaperonin ATPase assay, HTRF ADP detection, 30 min; activity change, % (test concentration not listed), hits read low; 360,000 compounds, 0.3% hits; AID 651819; in the data active = activity change below about -30%; also: % is scaled to controls: 0 for no effect and ±100 for the full control effect
#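 TRiC at 40 or 20 nM final (batch-dependent) in 30 mM Tris pH 7.4, 100 mM KCl, 5 mM MgCl2, 1 mM DTT, with compound at single 76 uM and 10 uM ATP, 30 min at 37 deg C. ADP detected by HTRF Transcreener, 665/615 ratio.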
# TGFb inhibitor: TGF-b pathway inhibition. 410,000 compounds, 1.2% hits. Potency, µM (series often up to 46.1 µM), for the others: top-dose activity, negative = inhibition, usual class: inhibitors. AID 588855. HepG2 CAGA-GFP TGF-b/SMAD3 reporter, GFP fluorescence, 18 h; TGF-beta stimulated, 500 pg/mL final; also: potency is read from the fitted curve at half-maximal effect; % is scaled to controls: 0 for no effect and ±100 for the full control effect; nearly all actives have a fitted effect of over 65% in size
#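 Per well, imaged GFP fluorescence of HEPG2 CAGA-GFP cells gives the signal; cells get compound, then TGF-beta (500 pg/mL final), 18 h at 37 degrees C; %Activity versus -TGF-beta and +DMSO controls.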
# S2 tox: reduces viability in counter-screen for ATXN expression inhibitors; S2 cells (HEK-293 line with an ATXN2-luciferase reporter) viability, CellTiter-Fluor protease fluorescence, 24 h; 400,000 compounds, 0.49% hits; Potency, µM (top dose mostly 56.7 µM), hits mostly cytotoxic; AID 651635; also: potency is read from the fitted curve at half-maximal effect; nearly all actives have a fitted effect of over 40% in size
# A549 tox: kills or reduces viability of A549 cells in Nrf2 counter-screen; A549 ARE-Fluc cells, CellTiter-Fluor viability, 18-24 h; Potency, µM (top dose mostly 46 µM), without a hit: at the top dose activity change, negative = cytotoxicity, actives largely listed as inhibitors; 390,000 compounds, 0.16% hits; also: potency is read from the fitted curve at half-maximal effect; % is scaled to controls: 0 for no effect and ±100 for the full control effect
#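 Cytotoxicity counterscreen: CellTiter-Fluor fluorescence was measured in A549 ARE_Fluc cells after 18-24 h of compound exposure in a concentration series. The subsequent BugLite luminescent read reports ARE-luciferase activity.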
# Nrf2 inh: blocks Nrf2 signaling; Potency, µM (top dose mostly 46 µM), without a hit: top-dose activity change, negative = inhibition, hits mostly inhibitors; A549 ARE-Fluc reporter, luciferase luminescence, 18-24 h; 360,000 compounds, 2.1% hits; also: potency is read from the fitted curve at half-maximal effect; % is scaled to controls: 0 for no effect and ±100 for the full control effect; nearly all actives have a fitted effect of over 60% in size
#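 Nrf2 function is reported as luminescence of an ARE-controlled luciferase in A549 cells. Compounds were tested at several concentrations, and a CellTiter-Fluor read on the same wells flagged cytotoxicity.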
# HepG2 tox: kills HepG2 cells in TGF-b inhibitor counter-screen | Potency, µM (titrated, usually from 46.1 µM), for inactives: at the top dose activity change, negative = cytotoxicity, hits mostly cytotoxic | HepG2 CAGA-GFP viability, ATP luminescence, 18 h | AID 588856 | 410,000 compounds, 0.76% hits; also: potency is read from the fitted curve at half-maximal effect; some results filed as inactive show a strong effect at the top dose
#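 HepG2 CAGA-GFP cells (1000/well, DMEM with 1% FBS) received compound, then TGF-beta at 500 pg/mL final, and were incubated 18 hours at 37 degrees C. Viability was read by CellTiter-Glo luminescence. Media-only wells were set as complete cell-killing and DMSO as no toxicity.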
# Nrf2 activator: activates Nrf2 signaling; AREc32 ARE-luciferase reporter (MCF7-derived line), luminescence, 24 h; Potency, µM (highest dose often 46.1 µM), for inactives: at the top dose activation, hits mostly activators; 410,000 compounds, 0.31% hits; AID 624171; also: potency is read from the fitted curve at half-maximal effect; % of control where 0% means no effect; nearly all actives have a fitted effect of over 65% in size
#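 AREc32_Fluc, 1000 cells/well, OPTI-MEM + 5% FBS, o/n 37 deg C 5% CO2; 23 nL cpd by pin tool, 24 hr; Steady-Glo 30 min RT, luminescence.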
# Akt phos inh: inhibitors of Akt phosphorylation; Neuro2A IGF-stimulated pAkt S473 HTRF, 20 min; active compounds read low; AID 651550; activity change, % for hits at 50 µM; 360,000 compounds, 0.32% hits; in the data active = activity change below about -80%; inconclusive = mostly about -51% to -80%; also: % is scaled to controls: 0 for no effect and ±100 for the full control effect
#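 Neuro2A cells (4,500/well, DMEM with 0.5% FBS) were treated with compound at a single 50 µM final concentration, stimulated with 6 nM IGF for 20 min at 37 °C, and lysed. Phospho-Akt Ser473 was read by HTRF as 665/615 ratio ×10^4.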
# * = called active by the depositor; i = inactive; ? = inconclusive; nt = not tested or not shown; & = joins results of further samples. Unless noted, calls follow the shape of the dose curve; as a rule, active = well fitted curve in the direction sought with a large enough effect; inconclusive = small, poorly fitted or top-dose-only effect, or another doubt; inactive = no such curve, though single readings can be large; an effect the other way counts as inactive or inconclusive. Not a hit list; any-hit rate near 4.4%.
# Below each compound: A549 tox	Nrf2 activator	CCT chaperon mod	Nrf2 inh	S2 tox	TGFb inhibitor	Mm-Cpn inhibitor	Akt phos inh	HepG2 tox
O=C(NCCc1ccccc1)c1ccc(CS(=O)Cc2cccc(Cl)c2)o1 (centres undefined)
  -1%	2.6%	1.4	11%	i	-6%	3%	i	-7%
COc1ccccc1NC(=O)COc1ccc(C(=O)OCC(=O)NC(C)(C)C)cc1OC
  -5%	-0.3%	0.8	-26%	i	-2%	-3%	i	-1%
CC(C)(C)OC(=O)C[C@H]1C/C=C\C[C@H](CC(=O)NCCO)C(=O)N2CCC[C@@H]2COC1=O
  -3%	-1.4%	0.0	0%	i	0%	2%	i	2%
COc1ccc(N=Cc2c(O)c3ccccc3oc2=O)cc1
  -17%	12%	-0.3	?	i	0%	-10%	i	1%
CN(C)c1nc(SCC(=O)Nc2ccccc2)nc(N2CCOCC2)n1
  4%	0.3%	0.9	?	i	1%	4%	i	6%
CCOC(=O)c1ccc(NC(=O)CSc2nc(C)c(Cc3ccccc3)c(=O)[nH]2)cc1
  5%	0.7%	nt	-28%	nt	nt	nt	nt	-9%
O=C(NCCc1ccccc1)C1CC1
  5%	-0.1%	0.9	-3%	i	6%	?	i	-4%
Cc1cnc(C(=O)OCC(=O)c2ccc(-c3ccccc3)cc2)cn1
  2%	-0.4%	-0.6	10%	i	0%	-3%	i	-9%
Cc1oc(C(C)(C)C)cc1C(=O)NC1CCN(Cc2ccccc2)CC1
  -9%	0.2%	-3.7	1%	i	-16%	0%	i	-7%
O=c1[nH]c(/C=C/c2ccc(OC(F)F)cc2)nc2c1cnn2-c1ccccc1
  -15%	0.0%	-5.7	16µM*	i	7%	1%	i	3%
O=C(COC(=O)c1ccc[nH]c1=O)NC1CCCc2ccccc21 (centres undefined)
  -18%	0.2%	-0.1	-8%	i	8%	1%	i	19%
CCOc1ccc(S(=O)(=O)N2CCOCC2)cc1NC(=O)CN1C(=O)NC2(CCCCC2)C1=O
  2%	-0.5%	0.6	-16%	i	5%	1%	i	1%
Cc1cc[n+](CC(=O)Nc2cc(C(F)(F)F)ccc2Cl)cc1
  1%	0.2%	-2.5	?	i	-1%	3%	i	5%
CCn1ncc(Br)c1C(=O)Nc1nccs1
  7%	0.5%	0.2	?	i	-9%	1%	i	-5%
CCOc1ccc(CCNC(=O)CCCc2nnc3n(CCCOC)c(=O)c4sccc4n23)cc1
  -1%	-0.2%	nt	26%	nt	-16%	nt	nt	-26%
O=C(CSc1nc2ccc(NC(=O)CSc3nnnn3-c3ccccc3)cc2s1)Nc1ccccc1
  -3%	2.8%	-2.6	-18%	?	?	?	i	-64%
Cc1ccc(NC(=O)NCC(c2ccccc2)N(C)C)cc1 (centres undefined)
  ?	3.0%	0.5	7%	i	21%	-1%	i	-5%
CN(C)/C=C/C(=O)/C=C/c1ccc(Cl)cc1
  ?	?	-2.7	3%	?	1%	-5%	i	-22%
Cc1ccc(CNc2ccc(S(=O)(=O)N3CCOCC3)cc2[N+](=O)[O-])cc1
  1%	0.2%	0.0	?	i	-19%	2%	i	-33%
Cc1c(C(=O)Nc2nnc(SCc3ccccc3Cl)s2)cccc1[N+](=O)[O-]
  2%	0.0%	-4.9	-4%	?	2%	0%	i	-2%
Cc1nc2c(Br)c3nc(C(F)(F)F)[nH]c3c(Br)c2[nH]1
  -8%	-0.3%	1.3	1%	i	-7%	0%	i	5%
Cc1cccc(N2CCN(S(=O)(=O)c3csc(C(N)=O)c3)CC2)c1C
  -1%	-1.4%	nt	?	nt	?	nt	nt	-34%
CCOC(=O)c1cnn(Cc2ccccc2)c1N
  -1%	-0.5%	1.6	-6%	i	-15%	-3%	i	4%
Oc1ccccc1CNc1ccc(OC(F)(F)F)cc1
  11%	2.6%	-3.1	?	i	?	3%	i	-45%
O=C(Cc1cccc2ccccc12)N1CC[C@@]2(O)CCCC[C@H]2C1
  -1%	-0.3%	-0.1	4%	i	2%	-1%	i	-1%
OC(c1ccccc1)c1nccn1Cc1ccccc1 (centres undefined)
  -3%	-0.1%	2.1	9%	i	8%	1%	i	9%
CC(=O)Nc1cccc(OCCOc2cccc([N+](=O)[O-])c2)c1
  13%	3.5%	-0.1	?	i	0%	nt	i	-7%
Cc1cccn2c(=O)c(/C=C(\C#N)C(=O)NC3CCS(=O)(=O)C3)c(Oc3ccc(F)cc3)nc12 (centres undefined)
  -12%	18%	-1.4	14%	i	-7%	?	i	-15%
CC1=NNC(=O)C1CC(=O)N/N=C(\C)c1ccco1 (centres undefined)
  1%	-0.4%	1.4	1%	i	0%	2%	i	29%
O=C(O)c1cccc(Cn2cc(Br)cn2)c1
  1%	0.1%	-1.8	1%	i	20%	0%	i	4%

# (cont.)
# Below each compound: A549 tox	Nrf2 activator	CCT chaperon mod	Nrf2 inh	S2 tox	TGFb inhibitor	Mm-Cpn inhibitor	Akt phos inh	HepG2 tox
COc1ccccc1-c1cc2nc(C)c(CCC(=O)NCCc3cccc(C)c3)c(C)n2n1
  1%	-0.6%	nt	?	i	-54%	nt	nt	-29%
COc1ccccc1CNc1nc(Nc2ccccc2Cl)c2sccc2n1
  nt	4.3%	0.2	nt	?	-9%	nt	i	-37%
COC(=O)c1cc(S(=O)(=O)NCC2CCN(Cc3ccccc3F)CC2)c[nH]1
  -7%&9%	-0.2%&-0.3%	-0.2	-4%&19%	i	1%&-8%	0%	i	-17%&-48%
COc1cc(C(=O)NC(=S)NCc2ccco2)cc(OC)c1OC
  1%	0.7%	0.6	nt	i	17%	-1%	i	-1%
Cc1nnc(SCC(=O)NC2CCCC(C)C2C)n1N (centres undefined)
  1%	0.3%	1.2	1%	i	0%	0%	i	3%
Nc1ccccc1C(=O)NCCCN1CCOCC1
  4%	-0.1%	-0.5	1%	i	8%	-3%	i	16%
Fc1ccc(-c2[nH]ncc2CN2CCN(c3ccc(F)cc3)CC2)cc1
  4%	-0.2%	0.9	4%	?	-14%	-2%	i	-45%
Cc1ccc(NC2=Nc3ccccc3CS2)cc1
  1%	-0.2%	-1.0	?	i	11%	0%	i	-24%
Cc1cn([C@H]2C[C@H](O)[C@@H](CNCc3cccn3-c3nccs3)O2)c(=O)[nH]c1=O
  nt	-1.1%	-13	nt	i	-6%	nt	i	-15%
COc1ccc(-c2nc3ccccn3c2NC2CCCCC2)cc1SC1CCCCC1
  ?	-3.6%	-2.5	?	?	?	-4%	i	-39%
CCN1C(=O)[C@H]2[C@@H](c3ccc(OC)cc3)N[C@]3(CCCN(Cc4ccc(OC)cc4)C3=O)[C@H]2C1=O
  nt	-0.3%	2.2	nt	i	-7%	nt	i	3%
CC(C)(C)NC(=O)C1CCN(C(=O)c2ccc(-c3ccccc3)cc2)CC1
  -6%	3.2%	-2.0	?	i	-4%	0%	i	-2%
O=C(NCCCc1ccncc1)C1CCC(=O)N(Cc2ccc(Cl)cc2)C1 (centres undefined)
  0%	-0.1%	-0.1	-17%	i	-5%	2%	i	-21%
O=C(c1cccs1)N1CCN=C1SCc1cccc(F)c1
  14%	14%	-2.2	-53%	i	5%	-3%	i	-16%
CCC(Sc1nnc(-c2ccc(F)cc2)c(-c2ccc(F)cc2)n1)C(=O)NC1CCCC1 (centres undefined)
  -1%	4.5%	nt	nt	nt	9%	nt	nt	-7%
COc1cccc(C2CC(C(F)(F)F)n3ncc(C(=O)NC(C)(C)C)c3N2)c1 (centres undefined)
  -1%	-0.1%	-2.2	-22%	?	2%	1%	i	0%
CCOc1ccccc1NC(=O)CN1C(=O)COc2ccc(Cl)cc21
  25%	0.0%	-4.0	12%	i	-8%	1%	i	-6%
O=C(NN1C(=O)c2ccccc2NC1c1ccccn1)c1ccccc1 (centres undefined)
  -7%	0.3%	2.5	8%	i	-29%	0%	i	-5%
CC(Sc1nnc(C(F)(F)F)n1C)C(=O)NC(N)=O (centres undefined)
  0%	-0.1%	0.2	7%	i	3%	1%	i	-14%
Cc1ccsc1CN(C)C(=O)CN1C(=O)NC2(CCCc3ccccc32)C1=O (centres undefined)
  -6%	-0.4%	-1.4	-11%	i	-15%	1%	i	-16%
COCC(=O)Nc1ccccc1Br
  2%	0.1%	-6.8	9%	i	-4%	-1%	i	-4%
CC(C)NC(=O)c1cc(C2CCCCN2C(=O)c2cc(C(C)(C)C)nn2C)on1 (centres undefined)
  nt	-0.2%	-0.5	nt	i	-2%	nt	i	-5%
CCc1ccc(NC(=O)C2CCCN2S(=O)(=O)c2ccc3c(c2)C(C)(C)C(=O)N3C)cc1 (centres undefined)
  0%	3.4%	-0.3	?	i	0%	1%	i	-28%
Cn1nnc(NC(=O)c2ccc3ccccc3c2)n1
  -8%	2.7%	0.6	13%	i	-23%	2%	i	2%
O=C(NCC(c1ccco1)N1CCCC1)c1cccc(S(=O)(=O)Nc2ccc(Br)cc2)c1 (centres undefined)
  3%	0.1%	0.0	4%	i	?	1%	i	-36%
Cc1ccc(S(=O)(=O)N(C(=O)c2ccncc2)c2ccc(OC(=O)c3ccncc3)c3ccccc23)cc1
  -16%	-0.3%	1.2	-6%	?	0%	-1%	i	-22%
O=C(Nc1ccc2c(c1)OCO2)c1cnn2cccnc12
  0%	0.1%	0.4	?	i	0%	2%	i	-10%
